# Bioassay records as filed in PubChem.
# IL1B NFkB inh – blocks IL-1B driven NFkB nuclear translocation in HUVEC cells; inhibition, % at 2 µM; HUVEC IL-1B NFkB p65 nuclear translocation imaging; 94,000 tested, 0.43% active;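 active = inhibition above about 30% together with a positive call from visual inspection of the well image, limit read from the data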;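 also: nuclear over cytoplasmic p65 intensity ratio measured by imaging; 0% = IL-1B stimulated DMSO wells and 100% = unstimulated DMSO wells; values of inactives mirror those of a sister screen read the other way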
# PLAP inhibition – inhibition of human placental alkaline phosphatase – biochemical, luminescence, HTS (AID 690). 96,000 tested, 0.08% active. purified PLAP, luminescent substrate; higher % means a stronger effect. one-dose inhibition, % at 20 µM; IC50 in µM for titrated hits; in the data active = a potency from the dose series; inactive = the rest, 99 in 100 with inhibition below about 30%; also: strong numbers were not always called active
# NFkB transloc pot – enhances IL-1B driven NFkB nuclear translocation | 94,000 tested, 0.3% active | activation, % at 2 µM | HUVEC IL-1B NFkB p65 nuclear translocation imaging;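 active = activation above 40%, about the mean plus 3 SD, also judged a hit on visual image review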;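 also: percent activation is computed from the nuclear over cytoplasmic p65 intensity ratio; values of inactives mirror those of a sister screen read the other way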
# Bcl-B displacement – displacers of TR3 peptide from Bcl-B, primary screen, selectivity assay for Bfl-1 inhibitor project, biochemical, fluorescence polarization; AID 748; FP displacement of FITC-TR3 peptide from Bcl-B; higher % means a stronger effect; displacement, % at 20 µM; hits with a dose series show IC50 in µM; 96,000 tested, 0.11% active;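 active = displacement above 50% at 20 µM plus a fluorescence interference ratio under 1.5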;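 also: plate controls were wells without compound for no effect and wells lacking Bcl-B protein for full effect; a part of the inactive calls stands beside numbers as strong as those of hits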
# MRP reversal – reverses drug resistance mediated by MRP; differential viability (reversal), % at 10 µM; H69AR cells + 2 uM doxorubicin, CellTiter-Glo, 72 h; 85,000 tested, 0.04% active; AID 602;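 active = viability drop by adding the cancer drug above about 55%, with treated viability meeting a 40% cutoff, limit read from the data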;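 also: viability without doxorubicin minus viability with 2 µM doxorubicin for each compound; larger differential means the compound sensitizes cells more to doxorubicin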
# MRP reversal cytotoxicity – also measured in MRP reversal; calls as there; viability, %; H69AR cells, CellTiter-Glo, 72 h; measured here: cytotoxicity without doxorubicin
# MRP reversal with doxorubicin – further read-out of MRP reversal, marked with its call; viability, %; measured here: viability with 2 uM doxorubicin; stronger effect = lower value
# IL1B NFkB inh cell count 2 µM – second read-out of IL1B NFkB inh, no call of its own (marks repeat the call); cell count; measured here: cells passing quality filter;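 raw number of nuclei counted in each imaged well without normalization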
# NFkB transloc pot cell count 2 µM – recorded beside NFkB transloc pot, whose call it bears; cell count; measured here: cells passing quality filter
# Numbers without * were called inactive; x = no result given. A portion of the library. The share of hits here may be higher or lower than overall.
SMILES,IL1B NFkB inh,IL1B NFkB inh cell count 2 µM,PLAP inhibition,NFkB transloc pot,NFkB transloc pot cell count 2 µM,Bcl-B displacement,MRP reversal,MRP reversal cytotoxicity,MRP reversal with doxorubicin
CCC1CCc2sc(C(=O)O)cc2C1 (configuration not stated),-21,127,-34%,21,127,21%,-34,79,112
COc1ccc(S(=O)(=O)Nc2cc3c4c(oc3c3ccccc23)CCCC4=O)cc1,8,169,-24%,-8,169,-8%,x,x,x
CCOC(=O)Cc1csc(SCC(=O)Nc2sc3c(c2C(N)=O)CCC3)n1,x,x,-18%,x,x,11%,-7,95,103
Cc1csc2nc(CSc3nncn3-c3ccccc3)c(Br)n12,-10,134,22%,10,134,2%,2,75,73
CC(=O)c1c(N2CCOCC2)nc(=O)n(-c2ccccc2)c1C,-15,205,15%,15,205,-10%,-7,91,98
COc1cc(/C=C(/NC(=O)c2ccccc2)C(=O)Nc2cccc(O)c2)c([N+](=O)[O-])cc1OC,-9,134,12%,9,134,-9%,x,x,x
COc1ccc(N2C(=O)c3ccc(NC(C)=O)cc3C2=O)cc1,7,206,8%,-7,206,-14%,10,104,94
COc1ccc(-n2nc3cc(C)c(NC(=O)c4cccnc4)cc3n2)cc1,10,63,21%,-10,63,-6%,14,107,93
O=C(OCC(=O)c1cccs1)c1ccc(NC(=O)c2ccco2)cc1,x,x,-7%,x,x,-2%,1,90,90
O=C1c2cccnc2Nc2ccccc2N1CCCF,3,109,10%,-3,109,-2%,x,x,x
Cc1cccc(Cc2c(C)nc3nc(SCC(=O)NCc4ccco4)nn3c2C)c1,9,154,-26%,-9,154,-2%,-25,51,77
C=CCN(CC=C)S(=O)(=O)c1ccc(NC(=S)NC(=O)Cc2ccc(OC)cc2)cc1,5,108,37%,-5,108,1%,x,x,x
Cc1nnc(SCC(=O)Nc2ncc(Cc3ccc(F)cc3)s2)n1N,-5,143,4%,5,143,1%,12,98,86
CCOC(=O)c1c(C)oc2cc(Br)c(OC)cc12,-12,203,2%,12,203,1%,18,97,80
CS(=O)(=O)n1nc(-c2ccc(Cl)cc2)nc1SCc1ccccc1,-14,46,-60%,14,46,9%,10,102,92
COC(=O)C1=C(C)Nc2c(c(=O)n(C)c(=O)n2C)C1c1cccs1 (configuration not stated),-5,83,-7%,5,83,-11%,0,87,86
CC1(C)CC(=O)C2=C(C1)N=C1SCCC(=O)N1C2c1ccccc1 (configuration not stated),-10,173,-22%,10,173,-2%,3,87,85
Cc1cccc(NC(=O)C2CCN(c3nc(C)cc(C)n3)CC2)c1,x,x,-7%,x,x,-21%,4,95,91
CC(=O)c1ccc(N2CCN(C(=O)c3cc(-c4ccc5c(c4)OCO5)nc4ccccc34)CC2)cc1,-24,109,-87%,24,109,-1%,4,57,53
Cc1cc(C)c(S(=O)(=O)Nc2ccc[nH]c2=O)c(C)c1,-18,124,-101%,18,124,-1%,-1,87,89
CC(=O)c1cc2c(O)c(O)ccc2o1,-4,96,6%,4,96,2%,-17,43,60
O=C(Nc1ccccc1Cl)O/N=C(/c1ccccc1)c1ccccn1,8,149,-20%,-8,149,-12%,x,x,x
O=C(CC1(O)C(=O)Nc2ccccc21)c1cccnc1 (configuration not stated),x,x,27%,x,x,5%,-5,86,92
O=C(CSc1nnc(-c2ccco2)o1)NC(=O)C1COc2ccccc2O1 (configuration not stated),x,x,-23%,x,x,35%,-3,88,90
Cc1ccc(Nc2ccccc2)cc1,-12,169,x,13,169,x,-12,88,100
CCC(Sc1nc2ccccc2c(=O)n1CCN1CCOCC1)C(=O)NCc1cccnc1 (configuration not stated),-2,48,-35%,2,48,-1%,5,76,71
CCOC(=O)c1ccccc1NC(=O)CSc1nnnn1C1CCCCC1,-4,83,10%,4,83,-2%,8,78,70
Cc1ccc(N2C(=O)CSCC2=O)cc1,-1,70,-18%,1,70,-10%,16,98,82
COc1ccc(C2SCCN2S(=O)(=O)c2ccccc2)cc1OC (configuration not stated),4,100,-33%,-4,100,-4%,-12,81,93
COc1ccc(S(=O)(=O)Nc2ccc(C(F)(F)F)cc2)cc1OC,2,117,-11%,-2,117,1%,16,104,88
CCOC(=O)C(NC(C)=O)(N1CCc2ccccc2C1)C(F)(F)F (configuration not stated),-4,91,-31%,4,91,6%,15,110,96
COC(=O)C1=C(C)NC(C)=C(C(=O)OC)C1c1ccccc1OCc1c(C)no[n+]1[O-],-29,137,-28%,29,137,6%,6,112,106
Cc1ccnc2nc(C(=O)Nc3nccs3)nn12,17,174,-31%,-17,174,24%,x,x,x
CCN1CCN(CCNC(=O)C2CCCN(Cc3nc(-c4cccc(Cl)c4)oc3C)C2)CC1 (configuration not stated),x,x,-45%,x,x,-12%,20,94,74
O=C(Cc1cccc2ccccc12)N/N=C/c1ccc(OC(=O)/C=C/c2ccco2)cc1,-1,122,x,1,122,x,-24,24,48
Cc1ccc(Oc2ccccc2/C=N/O)cc1,7,130,31%,-7,130,-7%,x,x,x
Cc1cccc(N2CCN(Cc3ccoc3)CC2)c1C,2,170,1%,-2,170,10%,3,90,88
CCOc1ccc(N(CC(=O)OC)S(=O)(=O)c2ccc(OC)c(OC)c2)cc1,-8,167,-36%,8,167,-3%,19,104,85
COc1cc2c(C)nc3onc(-c4ccccc4)c3c2cc1OC,4,138,-2%,-4,138,-7%,-3,62,65
CC1CCc2cc(F)ccc2N1C(=O)CSc1nnc2c3ccccc3n(C)c2n1 (configuration not stated),-2,121,-1%,2,121,-2%,x,x,x
COc1cc(Br)cc2cc(C(=O)N3CCN(C(=O)c4ccco4)CC3)c(=O)oc12,10,180,-33%,-10,180,-1%,17,91,75
Cc1cc(C)c(C#N)c(Nc2ccc3c(c2)OCCO3)n1,-22,169,2%,22,169,6%,2,93,91
O=C(C1CC1)N1CCc2cc(Br)cc(S(=O)(=O)N3CCCCCC3)c21,x,x,-54%,x,x,1%,10,37,27
COc1ccc(-n2c(Cn3c(=O)sc4ccccc43)nnc2SCC(=O)N2CCCC2)cc1,13,181,-49%,-13,181,4%,1,81,79
CCOC(=O)N1CCC(Nc2nc3ccccc3n3cnnc23)CC1,-9,43,x,9,43,x,7,85,78
CS(=O)(=O)N(CC(=O)Nc1ccc(C(N)=O)cc1)C1CCCCC1,1,118,-22%,-1,118,-1%,10,105,96
CCCCN1CC(O)=C(c2nc(-c3ccc(Cl)cc3)cs2)C1=N,-9,176,25%,9,176,-37%,12,94,82
CCOC(=O)N1CCC(NC(=O)C2CCCN(c3nc4ccccc4o3)C2)CC1 (configuration not stated),4,105,-35%,-4,105,-2%,-2,83,86
COc1ccc(CC(=O)c2cc(OC)c(OC)cc2CC(=O)O)cc1OC,2,176,-41%,-2,176,-7%,-20,75,95
CC(C)(C)c1ccc(C(=O)Nc2cnccn2)cc1,-6,179,4%,6,179,5%,-10,93,102
O=C(O)C1Nc2c(C(=O)N3CCOCC3)cccc2C2C=CCC12 (configuration not stated),-29,105,-50%,29,105,29%,2,95,93
CCN(CC)C(=O)C1CCCc2c1[nH]c1ccc(Cl)cc21 (configuration not stated),-6,67,x,6,67,x,35,91,56
Cc1cc(C)n(-c2cc(-n3nc(C)cc3C)ncn2)n1,x,x,-8%,x,x,-2%,4,91,87
O=c1oc2cc(OCc3ccc(F)cc3F)ccc2cc1-c1ccccn1,-4,100,25%,4,100,-6%,x,x,x
O=C(c1cnn2c(C(F)(F)F)cc(-c3cccs3)nc12)N1CCN(Cc2ccccc2)CC1,0,104,x,0,104,x,5,65,61
Nc1nc2n(n1)C1(CCCCC1)C1=C(CCCC1)N2,-30,156,-110%,30,156,19%,0,92,92
CC(=O)c1ccc(-n2nncc2C(C)(C)C)cc1,-16,141,-18%,16,141,-1%,0,89,89
CC(C)(C)Cc1nnc(NS(=O)(=O)Cc2ccccc2)s1,-8,90,-14%,8,90,-2%,9,96,87
Cc1ccnc(NC(=O)c2cc(S(=O)(=O)N3CCCCC3)ccc2Cl)c1,-10,58,-71%,10,58,2%,-14,70,84
CC1CCCCC1NC(=O)COC(=O)c1ccccc1NC(=O)c1ccco1 (configuration not stated),11,31,4%,-11,31,8%,x,x,x

# Other records follow.
SMILES,IL1B NFkB inh,IL1B NFkB inh cell count 2 µM,PLAP inhibition,NFkB transloc pot,NFkB transloc pot cell count 2 µM,Bcl-B displacement,MRP reversal,MRP reversal cytotoxicity,MRP reversal with doxorubicin
CCNC(=O)C1CC(=O)N(Cc2ccc3c(c2)OCO3)C(=Nc2ccc(F)cc2)S1 (configuration not stated),8,114,14%,-8,114,-6%,1,80,79
FC(F)(F)c1cnc(Nc2ccc(N3CCOCC3)cc2)c(Cl)c1,14,132,-59%,-14,132,x,8,99,90
Cn1c(C(=O)O)c(CC(=O)Nc2ccc(F)cc2F)c2ccccc21,-13,106,-8%,13,106,-4%,8,83,75
Cc1ccc(OCC(=O)N2CCCCCC2)c(C)c1,-21,11,-9%,21,11,-12%,x,x,x
O=c1c2ccccc2nc2n1CCN2,-18,163,24%,18,163,-4%,-7,92,100
Cc1cc(C)c2nc(-c3ccccn3)cc(C(=O)NCc3ccco3)c2c1,-7,164,0%,7,164,4%,-27,45,72
COC(=O)C1=C(C)NC(=O)NC1c1ccccc1 (configuration not stated),-29,186,x,29,186,x,x,x,x
COc1ccc(OC)c(C2C3=C(CCCC3=O)NC3=C2C(=O)CCC3)c1,-2,61,5%,2,61,-34%,-10,89,99

# By substructure: the entries above containing an aryl methoxy group (14)
SMILES,IL1B NFkB inh,IL1B NFkB inh cell count 2 µM,PLAP inhibition,NFkB transloc pot,NFkB transloc pot cell count 2 µM,Bcl-B displacement,MRP reversal,MRP reversal cytotoxicity,MRP reversal with doxorubicin
COc1ccc(S(=O)(=O)Nc2cc3c4c(oc3c3ccccc23)CCCC4=O)cc1,8,169,-24%,-8,169,-8%,x,x,x
COc1cc(/C=C(/NC(=O)c2ccccc2)C(=O)Nc2cccc(O)c2)c([N+](=O)[O-])cc1OC,-9,134,12%,9,134,-9%,x,x,x
COc1ccc(N2C(=O)c3ccc(NC(C)=O)cc3C2=O)cc1,7,206,8%,-7,206,-14%,10,104,94
COc1ccc(-n2nc3cc(C)c(NC(=O)c4cccnc4)cc3n2)cc1,10,63,21%,-10,63,-6%,14,107,93
C=CCN(CC=C)S(=O)(=O)c1ccc(NC(=S)NC(=O)Cc2ccc(OC)cc2)cc1,5,108,37%,-5,108,1%,x,x,x
CCOC(=O)c1c(C)oc2cc(Br)c(OC)cc12,-12,203,2%,12,203,1%,18,97,80
COc1ccc(C2SCCN2S(=O)(=O)c2ccccc2)cc1OC (configuration not stated),4,100,-33%,-4,100,-4%,-12,81,93
COc1ccc(S(=O)(=O)Nc2ccc(C(F)(F)F)cc2)cc1OC,2,117,-11%,-2,117,1%,16,104,88
CCOc1ccc(N(CC(=O)OC)S(=O)(=O)c2ccc(OC)c(OC)c2)cc1,-8,167,-36%,8,167,-3%,19,104,85
COc1cc2c(C)nc3onc(-c4ccccc4)c3c2cc1OC,4,138,-2%,-4,138,-7%,-3,62,65
COc1cc(Br)cc2cc(C(=O)N3CCN(C(=O)c4ccco4)CC3)c(=O)oc12,10,180,-33%,-10,180,-1%,17,91,75
COc1ccc(-n2c(Cn3c(=O)sc4ccccc43)nnc2SCC(=O)N2CCCC2)cc1,13,181,-49%,-13,181,4%,1,81,79
COc1ccc(CC(=O)c2cc(OC)c(OC)cc2CC(=O)O)cc1OC,2,176,-41%,-2,176,-7%,-20,75,95
COc1ccc(OC)c(C2C3=C(CCCC3=O)NC3=C2C(=O)CCC3)c1,-2,61,5%,2,61,-34%,-10,89,99
